NPSR antag: blocks cAMP signaling of the human neuropeptide S receptor; 1% of 220,000 active; AID 1461; CHO-NPSR cells, cAMP TR-FRET, antagonist mode; Potency, µM (top dose mostly 38.3 µM), for inactives: at the highest dose activity change, negative = inhibition, hits mostly inhibitors; further: potency means the concentration at half of the fitted maximal effect; on the % scale 0 is the no-effect control and ±100 the full control effect; nearly all actives have a fitted effect of over 50% in size; many of its hits are not listed in these tables
Target sequence (Q6W5P4 whole entry, looked up): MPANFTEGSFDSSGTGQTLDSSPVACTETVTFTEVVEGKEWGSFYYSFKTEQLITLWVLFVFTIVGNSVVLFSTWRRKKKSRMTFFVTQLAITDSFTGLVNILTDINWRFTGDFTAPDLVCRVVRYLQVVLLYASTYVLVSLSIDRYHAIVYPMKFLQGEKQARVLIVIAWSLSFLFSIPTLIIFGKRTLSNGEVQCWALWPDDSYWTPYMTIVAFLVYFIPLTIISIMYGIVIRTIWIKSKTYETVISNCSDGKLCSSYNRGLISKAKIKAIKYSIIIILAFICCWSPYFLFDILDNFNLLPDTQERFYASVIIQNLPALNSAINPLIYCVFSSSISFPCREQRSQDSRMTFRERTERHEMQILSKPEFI
aGal spleen mod: inhibitors or activators of human alpha-galactosidase in spleen homogenate | human spleen homogenate, 4MU-alpha-Gal fluorescence, 40 min | Potency, µM (top dose mostly 80 µM), for inactives: at the highest dose activity change, negative = inhibition, usual class: inhibitors | AID 2107 | P06280 | 0.008% of 240,000 active;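 further: potency means the concentration at half of the fitted maximal effect; 0% = enzyme with vehicle and -100% = no enzyme basal signal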
Target sequence (P06280 32-429 limits assumed): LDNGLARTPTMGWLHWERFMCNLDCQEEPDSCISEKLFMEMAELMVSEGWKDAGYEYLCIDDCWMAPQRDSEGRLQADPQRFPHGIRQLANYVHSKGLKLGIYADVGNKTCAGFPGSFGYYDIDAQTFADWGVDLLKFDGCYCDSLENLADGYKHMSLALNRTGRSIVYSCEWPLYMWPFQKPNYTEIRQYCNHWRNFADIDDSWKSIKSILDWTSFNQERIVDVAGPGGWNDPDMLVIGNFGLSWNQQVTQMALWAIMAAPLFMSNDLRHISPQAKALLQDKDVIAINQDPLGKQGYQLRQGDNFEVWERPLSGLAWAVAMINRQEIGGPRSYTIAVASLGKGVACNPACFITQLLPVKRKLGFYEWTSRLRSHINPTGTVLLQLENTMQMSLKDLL
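Human spleen homogenate (1 ug) was the enzyme source, with 4-methylumbelliferyl-alpha-D-galactopyranoside (1 mM final) in pH 5.0 citrate buffer with 0.01% Tween-20. Compounds were titrated; after 40 min at 37C, NaOH/glycine stop, 4-MU fluorescence read; AC50 from Hill fits.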
Tau fibril FP: tau fibrillization inhibition (FP); AID 1468; 0.39% of 280,000 active; Potency, µM (titrated, usually from 57.7 µM), inactives show at the highest dose activity, negative = inhibition, hits mostly inhibitors; K18 P301L tau heparin fibrillization, Alexa594 FP, 6 h; further: potency means the concentration at half of the fitted maximal effect; on the % scale 0 is the no-effect control and ±100 the full control effect; nearly all actives have a fitted effect of over 55% in size
Target sequence (P10636 561-689 P618L limits assumed): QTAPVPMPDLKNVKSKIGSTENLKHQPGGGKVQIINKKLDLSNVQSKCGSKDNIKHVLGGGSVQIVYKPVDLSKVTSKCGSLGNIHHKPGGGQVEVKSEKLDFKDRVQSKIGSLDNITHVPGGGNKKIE
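Human tau K18 […] P301L fragment, 15 uM unlabeled plus 0.24 uM Alexa 594-labeled tau (final), with compound and 20 uM heparin in 100 mM sodium acetate pH 7; 6 hr at 37 C, then Alexa 594 FP read.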
TexasRed fluor: alters Texas Red total fluorescence, flagging assay interference | 0.29% of 280,000 active | TRb/SRC2 Texas Red total fluorescence interference | Potency, µM (series often up to 106 µM), for the others: top-dose fluorescence change, negative = quenching | AID 1479; active means well fitted curve in either direction with a large enough effect; inconclusive means small, poorly fitted or top-dose-only effect; further: potency means the concentration at half of the fitted maximal effect; on the % scale 0 is the no-effect control and ±100 the full control effect
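Human TRb ligand-binding domain at 0.6 uM with 20 nM Texas Red SRC2 peptide in Tris buffer containing 1 uM T3 and 5% DMSO, incubated with compound 5 h at ambient temperature. Total fluorescence (555/632 nm) calculated as parallel + 2 × perpendicular.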
Tau fluor counter: counter-screen for tau fibril formation inhibitors; AID 1463; tau K18 P301L (four-repeat tau fragment) Alexa594 fluorescence, heparin fibrillization; 0.93% of 280,000 active; Potency, µM (doses to about 57.7 µM), inactives show at the top dose activity change, negative = decrease; further: potency means the concentration at half of the fitted maximal effect; on the % scale 0 is the no-effect control and ±100 the full control effect; nearly all actives have a fitted effect of over 55% in size
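Human K18 P301L tau (15 uM unlabeled plus 0.24 uM Alexa 594-labeled, final) in 100 mM sodium acetate pH 7 was mixed with compound and 20 uM heparin and incubated 6 hr at 37 C.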
Epigenetic derep: regulators of epigenetic silencing causing reporter derepression in mouse cells | murine LDR cells, GFP reporter derepression, 30 h | AID 1865 | 0.2% of 280,000 active | Potency, µM (top dose mostly 53.9 µM), for the others: at the highest dose GFP activation, actives largely listed as activators; further: potency means the concentration at half of the fitted maximal effect; % of control where 0% means no effect; nearly all actives have a fitted effect of over 60% in size
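Murine LDR cells carrying a silenced, genomically integrated CMV-driven GFP reporter were exposed to compound for 30 hours at 37 C. After PBS washes, GFP-positive cells (20–120 um objects) were counted by laser-scanning microplate cytometry.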
CBFb-RUNX1 inh: CBF-beta/RUNX1 interaction disruption. Q01196+Q13951. AlphaScreen CBFb-His/RUNX1-biotin binding, biochemical. Potency, µM (top dose mostly 59.8 µM), without a hit: top-dose activity, negative = inhibition, hits mostly inhibitors. 230,000 tested, under 10 active; further: % of control where 0% means no effect
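Proteins preincubated together for 20 min at RT before compound addition; 15 min later, nickel and streptavidin beads were added and left 90 min prior to AlphaScreen measurement.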
TRb-SRC2 inh: inhibitors of human thyroid hormone receptor beta-SRC2 interaction. P10828. TRbeta-SRC2 peptide binding, fluorescence polarization; receptor liganded with 1 µM T3. Potency, µM (top dose mostly 106 µM), for the others: top-dose activity change, negative = inhibition, hits mostly inhibitors. 0.065% of 280,000 active. AID 1469;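 further: potency means the concentration at half of the fitted maximal effect; plate controls were bound peptide for no effect and peptide without receptor for full effect; nearly all actives have a fitted effect of over 50% in size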
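Quantitative HTS by FP: 0.6 uM TRb LBD, 20 nM labeled SRC2 20-mer, 1 uM T3, 5% DMSO; 5 hr ambient incubation; % activity per concentration and potencies from concentration series.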
An asterisk follows results filed as active; ? = inconclusive; / = no result given; [ ] = remark or other dose. Unless noted, the call rests on the fitted dose curve; in most records, active means well fitted curve in the direction sought with a large enough effect; inconclusive means small, poorly fitted or top-dose-only effect, or another doubt; inactive means no such curve, though single readings can be large; an effect the other way counts as inactive or inconclusive. This is a subset (hit frequency here may not be typical).

SMILES	NPSR antag	aGal spleen mod	Tau fibril FP	TexasRed fluor	Tau fluor counter	Epigenetic derep	CBFb-RUNX1 inh	TRb-SRC2 inh
COc1ccc(C(=O)NCc2cc(C)nc3ccccc23)cc1	18%	10%	2%	-3%	5%	-4.7%	-4%	-1%
Cn1c(CCNC(=O)c2ccccc2)nc2ccccc21	10%	12%	-6%	-3%	-3%	-1.0%	-1%	-19%
COc1ccc(NC(=S)Nc2ccccc2OC)c(OC)c1	-5%	4%	-3%	-6%	-3%	1.3%	-1%	-5%
CCN(Cc1nc(-c2ccc(OC)cc2)oc1C)S(=O)(=O)c1ccc(C)cc1	/	/	11%	0%	-16%	-5.5%	/	-3%
CC(NC(=O)CNC(=S)N(Cc1ccccc1)Cc1cccnc1)c1ccccc1 (stereo not given)	-11%	13%	1%	2%	-10%	-1.4%	0%	4%
CCNC(=O)C1CCN(S(=O)(=O)c2ccc(F)cc2)CC1	-5%[46.1 µM]	-3%	-3%	-3%	-7%	-1.9%	0%	6%
Cc1c(C(=O)NCc2ccc3c(c2)OCO3)oc2ccccc12	-4%[46.1 µM]	5%	-3%	1%	-10%	-2.0%	1%	-6%
COc1cccc(C(=O)N2CCN(C(=O)c3cccs3)CC2)c1OC	9%[46.1 µM]	-6%	-11%	-7%	-4%	0.2%	0%	-5%
Cc1ccc(-c2nnc(SCC(=O)Nc3ccc4c(c3)OCCO4)n2N)cc1	-5%[46.1 µM]	5%	-1%	-1%	3%	-0.4%	2%	6%
Cc1cc(C)nc(N2N=C(CSc3ccc(Cl)cc3)CC2=O)n1	26%	7%	1%	1%	-20%	0.2%	-1%	-2%
c1ccc2c(N3CCNCC3)nc(-c3ccoc3)nc2c1	/	-4%	-8%	-1%	-3%	1.6%	/	-3%
CC1(O)CC(c2ccc(Cl)cc2)=NN1C(=O)c1ccc([N+](=O)[O-])cc1 (stereo not given)	37%	9%	9%	-3%	14%	0.0%	-11%	0%
CCc1ccc(C2CC(=O)c3c([nH]c(C(=O)OCc4ccc(C)cc4)c3C)C2)cc1 (stereo not given)	/	/	-7%	-1%	-1%	0.3%	/	-2%
O=C(O)c1ccccc1C(c1ccc(O)cc1)c1ccc(O)cc1	/	8%	/	1%[201 µM]	/	/	11%[21.7 µM]	-4%[201 µM]
Cc1ccc(-n2nc(C(=O)NCCN(C)C)c(=O)n(C)c2=O)cc1	/	/	-2%	-1%	-2%	2.8%	/	3%
CCOc1ccc(S(=O)(=O)N(C)c2ccc(OCC(=O)Nc3nc(-c4cc(OC)ccc4OC)cs3)cc2)cc1	9%	2%	6%	6%	-12%	0.0%	-9%	4%
CCc1ccccc1NC(=O)c1cnc2sc(N3CCOCC3)nn2c1=O	/	/	-8%	-1%	-9%	-0.8%	/	1%
CC(=O)N1CCN(CCN=CC2=C(O)CC(c3ccco3)CC2=O)CC1 (stereo not given)	?	?	-13%	0%	-4%	-7.0%	-1%	-6%
CNS(=O)(=O)c1cccc2cccnc12	3%[46.1 µM]	0%	-2%	2%	3%	-0.5%	-1%	2%
C=CCOC(=O)C(C(C)=O)C(NC(=O)OC)c1ccc(F)cc1 (stereo not given)	/	5%[17.5 µM]	6%[11.6 µM]	-12%[11.2 µM]	-9%[11.6 µM]	0.0%[10.1 µM]	1%[13.1 µM]	3%[11.2 µM]
CC(=O)NC(=S)Nc1ccc(NC(=O)c2cccnc2)cc1	9%	1%	2%	-1%	-12%	-1.1%	13%	10%
COc1ccc(OC)c(/C=N/N(C)c2ccccc2)c1	-4%[46.1 µM]	4%	5%	-3%	11µM*[quencher]	-1.5%	-25%	-9%
CCOC(=O)CC1C(=O)NCCN1C(=O)Nc1ccc(Cl)cc1 (stereo not given)	0%[46.1 µM]	4%	-2%	0%	-1%	0.0%	-2%	-1%
CCOc1ccc(OCCOc2ncnc3ccccc23)cc1	-5%[46.1 µM]	-7%	-1%	0%	-16%	-1.2%	-5%	-16%
COc1cccc(/C=N/NC(=S)Nc2cccc(S(=O)(=O)N(C)C)c2)c1	?	12%	/	-4%	/	4.1%	-2%	-2%
CCOc1nc2c(c(=O)n(C)c(=O)n2C)n1Cc1ccccc1Cl	-11%[7.67 µM]	2%	-3%	3%	-11%	1.3%	-2%	6%
CCCC(=O)Nc1ccc(N2CCN(C(=O)CCC)CC2)cc1	-13%[46.1 µM]	1%	4%	2%	-11%	-1.1%	4%	1%
CC1CCN(S(=O)(=O)c2ccc3c(c2)N(CC(=O)NC(C)(C)C)C(=O)CS3)CC1	/	/	-4%	-103%[53 µM]	-28%	1.4%	/	70%[53 µM]
CCOC(=O)c1cn2nc(Oc3ccc(C)cc3)ccc2n1	6%	14%	5%	-2%	-4%	?	1%	-8%
Cc1c(C(=O)N(C)C)c2ccc(Cl)cc2n1O	5%	-1%	1%	-7%	-2%	0.1%	-1%	0%
CC(=O)c1cccc(NC(=O)COc2cc3oc(=O)c(CC(C)O)c(C)c3cc2Cl)c1 (stereo not given)	?	4%	-14%	-23%	-14%	2.3%	-5%	-5%
O=C(Cc1ccc(Cl)cc1)N/N=C1\CCCc2ccccc21	-11%[46.1 µM]	1%	6%	0%	-2%	4.1%	-1%	-1%
COc1cc(OC)cc(C(=O)N2CCN(C3CCN(Cc4ccccc4)CC3)CC2)c1	-2%[46.1 µM]	6%	-1%	0%	-6%	-2.9%	-2%	2%
O=C(NCc1ccc(F)cc1)C1CCCN(S(=O)(=O)c2cccnc2)C1 (stereo not given)	-29%[46.1 µM]	-3%	0%	2%	-1%	-2.8%	-2%	-9%
COc1cccc(NC(=O)N2CCCC2)c1	11%	1%	-2%	-3%	5%	9.8%	-6%	-11%
Cn1cccc1/C=N/NC(=O)Cc1ccccc1	10%	8%	-1%	-1%	-16%	0.0%	13%	6%
CCN(CC)Cc1c(O)c(Cl)cc2c3c(c(=O)oc12)CCCC3	-2%[46.1 µM]	?	-15%	0%	-7%	-1.7%	-1%	0%
NC(=O)C1(N2CCCCC2)CCN(C2CC(=O)N(Cc3cccs3)C2=O)CC1 (stereo not given)	5%[46.1 µM]	10%	1%	0%	-6%	0.0%	0%	4%
CCOC(=O)C(CC)n1cnc2c(nnn2-c2ccc(OC)cc2)c1=O (stereo not given)	-23%[46.1 µM]	5%	-10%	-1%	-5%	-0.9%	8%	5%
Cc1cccc(C(=O)N2CCC(=O)N([C@H](COCc3cccc(Cl)c3)Cc3ccccc3)CC2)c1	/	-2%	-8%	-3%	-9%	0.9%	20%	-1%
S=c1[nH]nc(-c2ccccc2)c2ccccc12	-19%	-10%	5%	1%	2%	1.1%	-4%	1%
Cc1ccc(S(=O)(=O)N2CCN(C(=O)c3nn(C(C)C)c(=O)c4ccccc34)CC2)cc1C	-17%[46.1 µM]	5%	7%	0%	-9%	1.2%	-1%	-6%
CC(=O)c1cc(C)ccc1OC(=O)c1cccc2nc(C)oc12	-8%[46.1 µM]	-3%	-5%	2%	-3%	1.7%	3%	8%
CCOc1ccc2nnnn2n1	6%[46.1 µM]	-7%	-2%	0%	-4%	0.0%	6%	-5%
CN1CCN(C(=O)c2ccc(-n3cccn3)nc2)CC1	22%	1%	-14%	-7%	0%	1.1%	4%	-8%
CC(C)(C)C(=O)OCC(=O)C1CCC2C3CCC4=CC(=O)CCC4(C)C3CCC12C (stereo not given)	/	-9%	-9%	-1%	-8%	-4.3%	5%	-1%
O=P(c1ccccc1)(c1ccccc1)c1nc(-c2ccccc2)oc1N1CCOCC1	-8%	2%	0%	-4%	2%	0.0%	-11%	-5%
CC(CCc1ccccc1)NC(=O)CN1C(=O)NC2(CCCCC2)C1=O (stereo not given)	-1%	-7%	3%	0%	2%	-0.3%	0%	-5%
COc1ccc2cc(CN(CC3COCCO3)S(=O)(=O)c3c(C)cc(C)cc3C)c(=O)[nH]c2c1 (stereo not given)	2%[46.1 µM]	1%	-3%	1%	-11%	-0.9%	-3%	-5%
CCOC(=O)CC1COCCN1C(=O)CCc1nnc(-c2ccsc2)o1 (stereo not given)	-12%	-4%	0%	-1%	17%	1.0%	-1%	-2%
CCn1c(CN2CCCCC2)nc2cc(NC(=O)COc3cc(C)ccc3C(C)C)ccc21	/	/	2%	-20%	-13%	0.0%	/	-1%
Cc1nc2ccc(S(=O)(=O)N(C)CC(=O)N3CCc4ccccc43)cc2s1	-19%[46.1 µM]	-1%	-4%	-8%	-8%	0.0%	7%	4%
Nc1c(S(=O)(=O)c2cccc(Cl)c2)c2nc3ccccc3nc2n1CCN1CCOCC1	?	2%	-7%	0%	-24%	0.0%	4%	-4%
Cc1cc(OCC(=O)Nc2ccccc2F)nc(C(C)C)n1	-4%[46.1 µM]	-15%	0%	2%	8%	1.2%	9%	-2%
CCCC(C)NC(=O)c1ccccc1SC (stereo not given)	8%	-1%	1%	-1%	4%	-1.1%	0%	-3%
CCOC(=O)/C=C(\C)Sc1cc(=O)oc2ccccc12	9%	2%	-15%	4%	-14%	-1.0%	3%	7%

Structural class: the entries above containing a furan ring, fused or not (three)
SMILES	NPSR antag	aGal spleen mod	Tau fibril FP	TexasRed fluor	Tau fluor counter	Epigenetic derep	CBFb-RUNX1 inh	TRb-SRC2 inh
Cc1c(C(=O)NCc2ccc3c(c2)OCO3)oc2ccccc12	-4%[46.1 µM]	5%	-3%	1%	-10%	-2.0%	1%	-6%
c1ccc2c(N3CCNCC3)nc(-c3ccoc3)nc2c1	/	-4%	-8%	-1%	-3%	1.6%	/	-3%
CC(=O)N1CCN(CCN=CC2=C(O)CC(c3ccco3)CC2=O)CC1 (stereo not given)	?	?	-13%	0%	-4%	-7.0%	-1%	-6%

Given with two lines to a compound: two of the compounds above
Second line of a record: NPSR antag	aGal spleen mod	Tau fibril FP	TexasRed fluor	Tau fluor counter	Epigenetic derep	CBFb-RUNX1 inh	TRb-SRC2 inh
- O=P(c1ccccc1)(c1ccccc1)c1nc(-c2ccccc2)oc1N1CCOCC1
  -8%	2%	0%	-4%	2%	0.0%	-11%	-5%
- CC(CCc1ccccc1)NC(=O)CN1C(=O)NC2(CCCCC2)C1=O (stereo not given)
  -1%	-7%	3%	0%	2%	-0.3%	0%	-5%

Screens as filed in PubChem.
